# PAFAH1B3 FP inh = PAFAH1B3 (human) inhibition. AID 492972. Q15102. hit rate 0.28% among 340,000. inhibition, % at 3.39 µM. recombinant PAFAH1B3, FP-rhodamine probe, fluorescence polarization;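 active = inhibition above the screen-wide average of all tested compounds plus 3 SD, cut at about 25% in these data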;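 note: 0% = enzyme with DMSO only and 100% = wells lacking PAFAH1B3 protein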
# Target sequence (Q15102 whole entry, looked up): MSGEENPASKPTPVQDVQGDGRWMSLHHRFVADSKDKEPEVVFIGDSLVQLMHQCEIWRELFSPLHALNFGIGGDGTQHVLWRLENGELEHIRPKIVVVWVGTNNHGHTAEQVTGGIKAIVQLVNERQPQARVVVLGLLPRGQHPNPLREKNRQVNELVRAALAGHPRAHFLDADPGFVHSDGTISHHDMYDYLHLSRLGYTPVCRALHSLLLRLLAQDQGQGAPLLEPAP
# PAFAH1B2 inh = PAFAH1B2 (human) inhibition; P68402; recombinant PAFAH1B2, FP-rhodamine activity probe, fluorescence polarization; inhibition, % at 3.39 µM; hit rate 1.2% among 340,000; AID 492953;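 active = inhibition above the mean of all tested compounds plus 3 SD, cut at about 24% in these data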;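 note: 0% = enzyme with DMSO and 100% = wells lacking PAFAH1B2; many of its hits are not listed in these tables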
# Target sequence (P68402 whole entry, looked up): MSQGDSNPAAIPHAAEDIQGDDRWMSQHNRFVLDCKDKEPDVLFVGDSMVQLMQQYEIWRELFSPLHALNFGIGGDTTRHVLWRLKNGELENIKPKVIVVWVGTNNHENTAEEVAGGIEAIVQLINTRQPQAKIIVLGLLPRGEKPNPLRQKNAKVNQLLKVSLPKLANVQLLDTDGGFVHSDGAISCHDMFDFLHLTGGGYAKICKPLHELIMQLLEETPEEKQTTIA
# pPAFAH inh = pPAFAH (human) enzyme inhibition. inhibition, % at 3.39 µM. hit rate 1.5% among 330,000. Q13093. recombinant pPAFAH, FP-rhodamine probe fluorescence polarization. AID 463082;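 active = inhibition above the mean inhibition across the screen plus 3 SD, cut at about 25% in these data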;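 note: inhibitors block binding of the rhodamine activity-based probe so polarization drops; 0% = enzyme with DMSO and 100% = wells lacking pPAFAH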
# GSTO1 counter = counter-screen for RBBP9 inhibitors: inhibitors of human GSTO1 | P78417 | recombinant GSTO1, activity-based probe fluorescence polarization | inhibition, % at 5.96 µM | hit rate 1.1% among 300,000 | AID 1974;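 active = inhibition above the campaign mean inhibition plus 3 SD, cut at about 35% in these data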;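 note: 0% = GSTO1-1 with DMSO and 100% = wells lacking GSTO1-1 enzyme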
# Target sequence (P78417 whole entry, looked up): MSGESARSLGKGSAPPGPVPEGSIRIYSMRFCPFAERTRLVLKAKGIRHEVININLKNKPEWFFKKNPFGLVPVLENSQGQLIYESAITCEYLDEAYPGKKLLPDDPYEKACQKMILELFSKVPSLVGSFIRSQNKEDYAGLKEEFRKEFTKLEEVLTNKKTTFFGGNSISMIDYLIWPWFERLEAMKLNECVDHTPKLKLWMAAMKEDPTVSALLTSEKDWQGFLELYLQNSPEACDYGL
# LYPLA1 inh = counter-screen for PME1 inhibitors: inhibitors of human LYPLA1 | O75608 | recombinant LYPLA1, FP-Rh probe fluorescence polarization | inhibition, % at 5.9 µM | hit rate 0.16% among 320,000 | AID 2174;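 active = inhibition above the mean of all tested compounds plus 3 SD, set per campaign, cut at about 14% in these data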;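 note: inhibitors block serine hydrolase probe labeling of LYPLA1 so polarization falls; 0% = enzyme with DMSO and 100% = wells lacking LYPLA1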
# PME-1 primary = PME-1 (human) inhibition; Q9Y570; recombinant PME-1, FP-Rh probe fluorescence polarization; inhibition, % at 5.9 µM; hit rate 0.53% among 320,000; AID 2130;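 active = inhibition above the campaign mean of all compounds plus 3 SD, cut at about 26% in these data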;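 note: competitive labeling of PME-1 active site by serine hydrolase directed probe; 0% = PME-1 with DMSO and 100% = wells lacking PME-1 enzyme; inhibitors block probe labeling so polarization falls and inhibition rises; many of its hits are not listed in these tables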
# Target sequence (Q9Y570 whole entry, looked up): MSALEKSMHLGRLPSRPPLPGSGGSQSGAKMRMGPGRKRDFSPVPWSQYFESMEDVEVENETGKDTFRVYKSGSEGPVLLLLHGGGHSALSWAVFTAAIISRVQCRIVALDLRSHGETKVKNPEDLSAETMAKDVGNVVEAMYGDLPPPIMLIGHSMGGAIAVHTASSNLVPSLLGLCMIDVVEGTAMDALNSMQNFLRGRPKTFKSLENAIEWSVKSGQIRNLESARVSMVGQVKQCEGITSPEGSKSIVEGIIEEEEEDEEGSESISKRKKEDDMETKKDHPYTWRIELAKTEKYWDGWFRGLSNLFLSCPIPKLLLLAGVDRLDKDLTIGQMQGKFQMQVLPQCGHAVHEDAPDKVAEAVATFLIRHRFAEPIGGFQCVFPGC
# PAFAH2 inh = inhibitors of human PAFAH2. Q99487. recombinant PAFAH2, FP-rhodamine activity probe, fluorescence polarization. inhibition, % at 3.39 µM. hit rate 0.99% among 340,000. AID 492956;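 active = inhibition above the mean over all tested compounds plus 3 SD, cut at about 30% in these data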;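 note: inhibitors block probe labeling of enzyme so polarization drops; 0% = enzyme with DMSO and 100% = wells lacking PAFAH2 protein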
# Fam108B counter = counter-screen for RBBP9 inhibitors: inhibitors of mouse Fam108B; hit rate 0.33% among 300,000; inhibition, % at 9.51 µM; recombinant Fam108B, FP-Rh probe fluorescence polarization;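 active = inhibition above the screen mean inhibition plus 3 SD, computed separately per campaign, cut at about 18% in these data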;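 note: inhibitors lower polarization as less probe binds the enzyme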
# PAD4 inh = inhibitors of human PAD4 | Q9UM07 | recombinant PAD4, RCA probe fluorescence polarization | inhibition, % at 6.36 µM | hit rate 0.41% among 330,000;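 active = percent inhibition above a cutoff equal to the mean of all tested compounds plus 3 SD, cut at about 15% in these data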;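 note: 0% = PAD4 with RCA probe and DMSO and 100% = probe without PAD4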
# * = called active by the depositor; . = no result given. These rows are one share of the data; rates above refer to the full screens.
no.	structure	PAFAH1B3 FP inh	PAFAH1B2 inh	pPAFAH inh	GSTO1 counter	LYPLA1 inh	PME-1 primary	PAFAH2 inh	Fam108B counter	PAD4 inh
1	O=c1[nH]c(=O)n(Cc2ccc(F)cc2)c(O)c1C=Nc1ccc(Cl)cc1	1	4	-5	2	-2	-4	-3	-2	-7
2	C[n+]1ccc(-c2cc[n+](C)cc2)cc1	-4	1	5	3	-2	-4	-14	-3	-5
3	Cc1ccc2c(c1N)C(=O)c1ccccc1C2=O	1	2	12	.	4	-2	14	.	-9
4	COc1ccc(-n2c(O)c(C(C)=NCCN3CCNCC3)c(=O)[nH]c2=O)cc1	-3	3	1	4	4	5	6	0	-2
5	Nc1ccc(N2CCN(Cc3ccccc3Cl)CC2)c(Cl)c1	-2	6	8	-5	4	7	2	8	-2
6	O=C1NC(=S)N(c2ccc(F)cc2)C(=O)/C1=C/c1ccccc1O	4	10	4	-2	-2	2	1	-4	-3
7	FC(F)(F)c1ccc2c(c1)ncn2C1CCN(Cc2nnnn2C2CCCCC2)CC1	5	-4	4	-3	0	-2	4	1	-1
8	COC(=O)C1=C(c2ccc(OCc3ccccc3)cc2)C[C@@H]2CC[C@H]1N2C(=O)NCc1cccc(C(F)(F)F)c1	3	1	6	.	-5	-13	-12	.	6
9	COc1cccc(CNCCc2c[nH]c3ccccc23)c1OC	15	-2	4	7	-2	1	-1	0	-1
10	COc1cc(CNCCc2ccc3c(c2)OCO3)ccc1O	6	3	-4	2	1	-4	-4	-3	-7
11	COc1cc2occc2c2oc(=O)ccc12	3	-2	-1	6	2	5	3	1	-4
12	O=C([O-])c1ccc(-[n+]2c(-c3ccccc3)cc(-c3ccccc3)cc2-c2ccccc2)cc1	7	0	1	2	2	2	1	2	1
13	O=c1cccc2n1CC1CC2CN(Cc2cccc(Cl)c2Cl)C1 (stereo unspecified)	8	6	5	0	0	4	-2	-1	4
14	Cc1ccc(S(=O)(=O)N(C)CCCC(=O)N2CCN(c3ccccn3)CC2)cc1	19	2	4	-1	0	0	-10	0	2
15	CCC(=NCC1CCCO1)c1c(O)n(-c2ccccc2)c(=O)[nH]c1=O (stereo unspecified)	9	-1	0	2	3	2	6	8	-1
16	C/C(CC(c1ccccc1)c1c(O)c2ccccc2oc1=O)=N\NC(N)=S (stereo unspecified)	9	1	-2	2	-5	3	4	3	5
17	O=C1NC(=O)N(CCc2ccc(F)cc2)C(=O)/C1=C/c1ccco1	2	7	29*	17	-9	-9	-17	6	-27
18	C[N+](C)(C)CC#CCN1CCCC1=O	12	0	-1	1	-2	2	2	7	4
19	N#CCCn1cc(C(=O)O)c(-c2cccc([N+](=O)[O-])c2)n1	3	-2	1	11	3	-1	-4	0	6
20	CC(C)Cn1cc(C(=O)N2CCC3(CC2)OCCO3)c2c3ccccc3n(C)c2c1=O	-1	-1	9	-1	0	-2	2	3	1
21	COc1cc2c(cc1OC)[C@@]13CCN4CC5=CCO[C@H]6CC(=O)N2[C@H]1[C@H]6[C@H]5C[C@H]43	5	2	6	2	-1	-3	1	-1	-1
22	CSc1ccc(C(=O)C2CCCN(Cc3ccn[nH]3)C2)cc1 (stereo unspecified)	5	7	-3	4	-1	-5	-7	-2	-2
23	COC(=O)C1=C(c2ccc(F)cc2OCc2ccccc2)C[C@@H]2CC[C@H]1N2C(=O)NCc1ccc(Cl)cc1	5	2	-3	.	-4	-5	-2	.	-4
24	CC(C)N1C(=O)/C(=C/C=C/c2ccco2)C(=O)N(Cc2ccco2)C1=O	-1	3	38*	-9	-8	-16	22	-1	-17
25	Cc1cc(=O)oc2cc(OCC(=O)N3C[C@H]4C[C@@H](C3)c3cccc(=O)n3C4)c(Cl)cc12	11	7	3	-3	1	5	-1	1	-6
26	CC(C)CCOC(=O)c1c(N)n(CC2CCCO2)c2nc3ccccc3nc12 (stereo unspecified)	15	2	5	53*	-2	3	0	0	1
27	O=C1NC(=O)C(CCc2ccncc2)(CCc2ccncc2)C(=O)N1Cc1ccc(F)cc1	1	8	0	0	-2	3	4	-1	-3
28	COC(=O)C1=C(c2ccccc2)C[C@@H]2CC[C@H]1N2C(=O)NC1CC1	7	2	4	-4	-1	1	0	-4	-3
29	Oc1cccc2nc3ccccc3nc12	35*	2	12	70*	-1	6	14	-2	3
30	CN(C)c1ccc(/C=C2/C(=O)NC(=O)N(Cc3ccco3)C2=O)cc1	10	0	9	14	-7	-10	9	4	-1
31	CN1C(=O)N(C)C(=O)C2(Cc3cc(NC(=O)c4ccccc4Cl)ccc3N3CCCC32)C1=O (stereo unspecified)	4	-3	2	2	-4	-1	-2	0	-3
32	COC(=O)N1CCN(C(=O)Cc2ccc(Cl)c(Cl)c2)C(CN2CCCC2)C1 (stereo unspecified)	.	.	-2	6	3	1	.	2	2
33	CCCN1CCc2cccc3c2[C@H]1Cc1ccc(O)c(O)c1-3	16	3	34*	93*	-9	5	-7	-1	4
34	COc1ccc(-n2c(C)nc3ccccc3c2=O)c([N+](=O)[O-])c1	2	0	5	4	-3	-3	8	-5	1
35	CCC1=Nc2cc(C(=O)N3CCC4(CC3)OCCO4)ccc2Sc2ccccc21	1	4	11	7	-1	-9	17	-1	-2
36	OCC12CO[C@@H]3c4ccccc4[C@H](OC1)N32 (stereo partly specified)	5	3	-2	0	0	-5	0	2	-4
37	O=C(C[N+]12CCC(CC1)C(CO)C2)c1ccc([N+](=O)[O-])cc1 (stereo unspecified)	1	2	4	7	2	5	-11	2	-3
38	COC(=O)C1=C(c2ccc(F)cc2F)C[C@@H]2CC[C@H]1N2C(=O)NCc1ccc2c(c1)OCO2	2	5	-1	.	3	8	-2	.	-2
39	OCCNc1c2c(nc3ccccc13)CCCC2	4	-3	-3	3	-2	-12	0	-1	-4
40	O=C1N[C@@H](Cc2ccccc2)C(=O)N2[C@H]1C[C@H]1c3ccccc3N(OOSc3ccccc3)[C@H]12	6	1	5	2	0	11	0	2	8
41	COC(=O)C1=C(c2ccc(OC(F)(F)F)cc2)C[C@@H]2CC[C@H]1N2C(=O)NCc1ccc(F)cc1	13	10	5	.	2	1	-7	.	1
42	O=C1CN=C(c2cccs2)c2c(sc3c2CCCC3)N1	0	5	16	-14	-2	6	4	-1	-6
43	Cc1ccc(Cn2nc(C)c(C=O)c2Cl)cc1	4	-1	5	-5	3	1	-4	-2	-4
44	CN(C)C(=O)Oc1ccc(-c2nnco2)cc1	1	-3	1	9	2	1	-1	5	4
45	COc1ccc(C(=O)N2CCC3(CC2)OCCO3)cc1	9	-1	2	7	-1	4	2	2	1
46	N#CC1=C(N)Oc2c(c(=O)sc3ccccc23)C1c1ccncc1 (stereo unspecified)	1	0	-12	-6	-2	-4	5	-1	-4
47	CN1C(=O)/C(=C\c2ccc(Br)s2)C(=O)NC1=S	-6	-9	-3	0	-8	-18	-4	-10	-4
48	Cc1ccccc1CN1CCCN(Cc2ccc(Cl)cc2)S1(=O)=O	8	0	7	-7	-3	-1	0	-2	2
49	CCN1CCN(Cc2cc(OC)c3c(c2)OCO3)CC1	4	3	1	-3	-3	4	2	-3	-1
50	Cc1cccn2c(=O)c3c(nc12)N1CCCCCC1C1(C3)C(=O)N(C)C(=O)N(C)C1=O (stereo unspecified)	.	.	6	5	4	4	.	0	3
51	CC12CCC3C(CC=C4CC(O)CCC43C)C1C/C(=C\c1ccccc1F)C2=O (stereo unspecified)	2	-3	1	-13	-6	-11	-12	-14	-1
52	CC(C)[C@H]1C(=O)O[C@H](C(C)C)C(=O)N(C)[C@@H](C(C)C)C(=O)O[C@H](C(C)C)C(=O)N(C)[C@@H](C(C)C)C(=O)O[C@H](C(C)C)C(=O)N1C	9	2	20	-4	-4	-3	8	-1	-6
53	CCCC12CN3CC(CCC)(CN(C1)C3c1ccccn1)C2=O (stereo unspecified)	5	-2	0	2	3	7	4	3	0
54	Cc1nc2cc(C(F)(F)F)ccc2n1C1CCN(Cc2nnnn2CCc2ccccc2)CC1	10	0	3	-5	-2	1	5	-3	-2
55	CN(C)c1cccc2c(C#N)ccc(N(C)C)c12	.	.	5	-1	1	0	.	0	-5
56	Cc1ccccc1OCCN=Cc1c(O)n(C)c(=O)n(C)c1=O	1	3	9	3	-1	4	3	3	-5
57	COc1ccc(N2C(=O)/C(=C/c3ccc(C)o3)C(=O)NC2=S)c(OC)c1	5	5	14	15	-2	-1	11	-1	-4
58	CCOC(=O)C1(c2ccccc2)CCN(CCC(=O)Nc2ccccc2OC)CC1	10	7	0	-2	0	5	-8	4	-8
59	O=C(Cc1ccccc1)Oc1ccc(N2C(=O)C3CCCCC3C2=O)cc1 (stereo unspecified)	10	7	4	-2	-2	-11	-8	1	0
60	COc1ccc2[nH]c(C)c(CCN3CCC(=O)C(C)C3C)c2c1 (stereo unspecified)	0	1	6	1	2	-6	5	0	0

# The listing continues.
no.	structure	PAFAH1B3 FP inh	PAFAH1B2 inh	pPAFAH inh	GSTO1 counter	LYPLA1 inh	PME-1 primary	PAFAH2 inh	Fam108B counter	PAD4 inh
61	CC(=NCc1ccc(F)cc1)c1c(O)n(C)c(=O)n(C)c1=O	6	2	8	-8	0	-1	-2	1	-2
62	Oc1ccc(CC2(N3CCCC3)CCCCC2)cc1	7	5	0	6	-2	-2	-2	-4	-3
63	CCCCn1c(=O)c(C(=O)Nc2ccccc2F)c(O)c2ccccc21	5	1	-2	0	-4	0	0	-3	9
64	O=C1C2(Cl)C3(Cl)C4(Cl)C(Cl)(Cl)C5(Cl)C3(Cl)C1(Cl)C5(Cl)C24Cl (stereo unspecified)	6	10	1	.	-9	-1	1	.	0
65	CC(=O)OC1(c2ccccc2)CCN(C)C2CCCCC21 (stereo unspecified)	-6	-5	7	5	0	1	4	1	0
66	O=C(C1CCC(=O)N1Cc1ccccc1Cl)N1CCC2(CC1)OCCO2 (stereo unspecified)	0	5	-2	3	0	5	-9	-3	4
67	COC(=O)C1=C(c2cc3ccccc3s2)C[C@@H]2CC[C@H]1N2C(=O)NC(C)C	11	-3	4	-9	-3	9	4	5	2
68	COC(=O)C1=C(c2ccc(OC)c(OC)c2)C[C@@H]2CC[C@H]1N2C(=O)NC1CCCCC1	4	7	5	.	1	-2	-2	.	0
69	COC(=O)C1=C(c2cccc(OC)c2OC)C[C@@H]2CC[C@H]1N2C(=O)N1CCC(O)CC1	-2	3	5	-2	-1	0	2	-4	-1
70	CCC(=NCc1ccc2c(c1)OCO2)c1c(O)n(C2CCCCC2)c(=O)[nH]c1=O	2	6	2	3	1	-4	-3	-2	-3
71	O=C(CNS(=O)(=O)c1cccs1)N1CCC2(CC1)OCCO2	3	6	0	19	-3	2	7	0	-3
72	CC(=O)N[C@@H]1CC[C@@]2(O)[C@H]3Cc4ccc(O)c5c4[C@@]2(CCN3CC2CC2)[C@@H]1O5	0	-1	5	.	.	.	1	.	-1
73	O=C(CCC(=O)N1C[C@H]2C[C@@H](C1)c1cccc(=O)n1C2)NCc1ccccc1C(F)(F)F	3	-2	1	.	4	-2	-3	.	-2
74	COc1ccc(OC)c(N2C(=O)CC(=O)NC2=O)c1	6	1	6	-4	0	-1	1	-1	-2
75	Fc1ccccc1CCNCc1ccccc1	5	3	-4	-3	1	2	-3	0	-1
76	CN1CC(C(=O)c2ccc(F)cc2)C(c2c(F)cccc2Cl)C1 (stereo unspecified)	7	4	2	16	-3	-10	3	3	4
77	O=C(O)C(Br)CBr (stereo unspecified)	-1	2	-5	.	-4	1	10	.	2
78	Cc1[nH]c2ccccc2c1CCNCc1ccco1	5	-1	0	11	-6	4	-2	2	2
